RXFP1 antag: blocks the human relaxin receptor RXFP1. Q9HBX9. HEK293-RXFP1, relaxin-stimulated cAMP HTRF, 30 min; hits give low values. activity change, negative = inhibition, % at 57.5 µM. hit rate 0.59% among 350,000. AID 1259400;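 active = activity change of -60% or lower, but not beyond a set lower limit; inconclusive = change between -60% and -40%, or beyond the set limit; inactive = change above -40%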
Target sequence (Q9HBX9 whole entry, looked up): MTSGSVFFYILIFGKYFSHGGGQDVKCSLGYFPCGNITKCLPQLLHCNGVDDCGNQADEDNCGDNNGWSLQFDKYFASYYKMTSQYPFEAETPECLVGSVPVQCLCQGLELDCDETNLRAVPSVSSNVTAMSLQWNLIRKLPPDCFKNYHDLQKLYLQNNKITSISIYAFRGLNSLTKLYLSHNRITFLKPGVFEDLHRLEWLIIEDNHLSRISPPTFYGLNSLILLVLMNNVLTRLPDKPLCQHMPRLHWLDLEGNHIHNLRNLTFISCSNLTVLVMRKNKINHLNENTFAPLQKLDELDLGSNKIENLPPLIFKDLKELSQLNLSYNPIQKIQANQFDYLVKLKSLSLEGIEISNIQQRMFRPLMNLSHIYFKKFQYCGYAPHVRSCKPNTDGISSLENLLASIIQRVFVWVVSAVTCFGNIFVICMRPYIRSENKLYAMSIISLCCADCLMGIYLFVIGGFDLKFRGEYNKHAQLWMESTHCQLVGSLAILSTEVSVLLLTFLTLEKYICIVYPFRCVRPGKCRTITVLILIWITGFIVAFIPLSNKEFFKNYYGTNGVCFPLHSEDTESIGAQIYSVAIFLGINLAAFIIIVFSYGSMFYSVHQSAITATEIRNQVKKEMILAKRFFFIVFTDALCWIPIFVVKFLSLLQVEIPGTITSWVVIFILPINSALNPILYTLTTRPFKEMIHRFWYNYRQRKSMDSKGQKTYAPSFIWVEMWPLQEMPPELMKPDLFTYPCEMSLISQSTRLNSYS
* = called active by the depositor; ? = inconclusive. % is scaled to controls: 0 for no effect and ±100 for the full control effect. This is a subset, so the mix of outcomes need not match the whole.

RXFP1 antag | compound
4.8 | O=C(O)CC(CN1C(=O)c2ccccc2C1=O)c1ccccc1 (stereo not drawn)
-3.1 | O=C(OCc1cc(=O)n2ccsc2n1)c1ccccc1O
7.4 | Cc1ccc(C)c(N2CCN(C(=O)C3CCN(S(=O)(=O)c4cccc5nsnc45)CC3)CC2)c1
-10.4 | CCCCCC(=O)Nc1cc(S(=O)(=O)N2CCCCC2)ccc1N1CCCCC1
8.3 | C[C@@H]1CN([C@H](C)CO)C(=O)CCCn2nncc2CO[C@@H]1CN(C)C(=O)c1cc(-c2ccccc2)on1
-0.3 | CCCc1c(C(=O)N/N=C/c2ccc(OCc3ccc(F)cc3)cc2)nnn1-c1nonc1N
-6.2 | O=C(NCCCn1ccnc1)/C(=C/c1ccco1)NC(=O)c1ccccc1
16.1 | CC(=O)Nc1c(C)ccc([N+](=O)[O-])c1C

(next part)
RXFP1 antag | compound
11.2 | CC(C)CC(=O)Nc1ccnn1C1CCN(C(=O)c2ccccc2F)CC1
5.2 | CC(=O)Oc1ccc(N(C(C)=O)S(=O)(=O)c2ccccc2)c2ccccc12
10.8 | S=c1ncc2[nH]c(=S)[nH]c2[nH]1
2.1 | Cc1cccc(Cn2c(NC3CCCC3)nc3c2c(=O)[nH]c(=O)n3C)c1
-3.9 | Cc1ccc2c(c1)-c1cc(C)ccc1C2=O
-0.9 | CN1CCN(c2ccc(S(=O)(=O)N3CCOCC3)cc2NC(=O)CSCc2ccccc2)CC1
13.2 | CC1(C2CC(=O)c3c(O)ccc(O)c3C2)OCCO1 (stereo not drawn)
1.1 | Cn1c(N)c(C(=O)COC(=O)C2Cc3ccccc3CN2S(C)(=O)=O)c(=O)n(C)c1=O (stereo not drawn)

(cont.)
RXFP1 antag | compound
-3.0 | O=C1CC(c2ccc(Cl)cc2)CC(=O)N1
-7.9 | COc1cccc(C(=O)Nc2ccccc2N2CCN(C(=O)c3ccccc3)CC2)c1
-6.1 | CC(C)Oc1ccc(S(=O)(=O)N2CCOCC2)cc1NC(=O)c1ccc(Cl)c(S(=O)(=O)N2CCOCC2)c1
5.1 | COc1ccccc1N(CC(=O)NCc1ccccc1)S(=O)(=O)c1cccs1
-0.8 | CC1Cc2ccccc2N1CC(=O)Nc1cc(S(=O)(=O)N2CCOCC2)ccc1Cl (stereo not drawn)
-19.3 | CCOc1ccccc1C=C1SC(=S)NC1=O
-5.1 | O=S(=O)(c1ccc(F)cc1)n1ccc(-c2cccc(OCc3ccc(Cl)cc3Cl)c2)n1
1.8 | COc1ccc(CNC(=O)CN2C(=O)NC(c3ccccc3)(c3ccccc3)C2=O)cc1OC

Following part
RXFP1 antag | compound
-32.8 | Cc1nc2ccc(NC(=O)c3cccc(S(=O)(=O)N4CCOCC4)c3)cc2s1
-3.1 | COc1ccc(NC(=O)COC(=O)CCc2ccc(S(=O)(=O)N3CCOCC3)cc2)cc1OC
0.5 | COc1ccc(OC(C)C(=O)NC2CCCCCCC2)cc1 (stereo not drawn)
27.4 | COC(=O)CSc1ccc2nnc(-c3ccc(F)cc3)n2n1
? | COc1ccc(C(=O)Nc2cccc(/C=C(/CCC(=O)O)c3nc4ccccc4s3)c2)cc1
-0.2 | CC1(NC(=O)Cc2c(F)cccc2Cl)CCS(=O)(=O)C1 (stereo not drawn)
-15.5 | Cc1ccc(S(=O)(=O)NCC(=O)OC(C)C(=O)NCc2ccc3c(c2)OCO3)cc1 (stereo not drawn)
-1.0 | CC(=O)Nc1ccc(C(=O)OCC(=O)NC2CCCCCC2)cc1

The listing continues.
RXFP1 antag | compound
-2.2 | COc1cccc2sc(=NC(=O)CS(=O)(=O)c3ccccc3)n(C)c12
4.7 | CCC1(CC)NC(=O)N(CC(=O)Nc2ccc(-n3cnnn3)cc2)C1=O
-15.8 | Cc1nn(-c2ccccc2)c(N2CCCC2)c1/C=N/NC(=S)Nc1ccc(F)cc1
4.9 | CCOC(=O)c1c(C)[nH]c(C(=O)N(C)CC(=O)Nc2ccc(OCC)c(OCC)c2)c1C
-3.2 | C[C@H]1CN([C@@H](C)CO)C(=O)CCCn2cc(nn2)CO[C@@H]1CN(C)S(=O)(=O)c1ccc2ccccc2c1
3.9 | CCc1noc(C)c1C(=O)N(CC)CC(=O)NCc1ccc(F)cc1
2.5 | Cc1cc(SCC(=O)N(C)C2CCCCC2)nc2ccccc12
2.4 | CC1(C)CC(=Cc2cc(O)ccc2[N+](=O)[O-])C(=O)c2ccccc21

Carrying on.
RXFP1 antag | compound
-13.9 | COc1cc(Cl)cc(/C=N\NC(=O)c2ccc3c(c2)OCO3)c1O
6.8 | CC1CCC(N(C)C(=O)CN2C(=O)NC(c3ccccc3)(c3ccccc3)C2=O)CC1 (stereo not drawn)
4.5 | Cc1sc2nc(-c3ccccc3F)oc(=O)c2c1C
-19.6 | O=C(NC(=S)N1CCN(c2ccc(O)cc2)CC1)c1ccco1
-12.7 | O=C(Nc1ccc(N2CCOCC2)cc1N1CCOCC1)c1ccc(F)cc1
-32.4 | CN(C)c1ccc(/C=C/C=C2/SC(=S)N(c3ccccc3)C2=O)cc1
7.9 | O=C(c1ccccc1)N1CCN(c2cc(-c3ccccc3)nc3cc(-c4cccc(Cl)c4)nn23)CC1
-10.0 | C[C@H](NC(=O)c1ccco1)C(=O)NNC(=O)c1ccc(F)cc1

The listing continues:
RXFP1 antag | compound
-6.6 | COc1ccccc1N(CC(=O)Nc1c(C)n(C)n(-c2ccccc2)c1=O)S(=O)(=O)c1ccccc1
-3.4 | O=S(=O)(Nc1ccc(Br)cc1)c1cccc(NS(=O)(=O)c2cccs2)c1
2.5 | CN1CCN(C(=O)C(=O)c2cn(CC(=O)N3CCCCCC3)c3ccccc23)CC1
7.1 | CN(c1ccc(OCCOc2ccccc2Cl)cc1)S(=O)(=O)c1ccccc1
-2.8 | Cc1ccc(-n2ncc(-c3n[nH]c(=S)o3)c2N)cc1C
-0.6 | O=c1[nH]c(=S)n2c(c1-c1ccccc1)OC(CBr)C2 (stereo not drawn)
-12.8 | C=C(c1ccc(C(=O)O)cc1)c1cc2c(cc1C)C(C)(C)CCC2(C)C
? | CCN(c1ccccc1)S(=O)(=O)c1ccc(C(=O)Nc2ccccc2OC)cc1

Following part
RXFP1 antag | compound
-8.4 | CC(=O)NS(=O)(=O)c1ccc(NC(=O)c2ccc3c(c2)NC(=O)CS3)cc1
0.5 | O[C@H]1C[C@H](c2ccc(Cl)cc2)N(Cc2cccs2)C[C@@H]1n1cc(-c2ccc(F)cc2)nn1
10.0 | COc1ccc(CN(C)C(=O)c2ccc(NC(=O)CC3SC(N4CCCCC4)=NC3=O)cc2)c(OC)c1 (stereo not drawn)
-2.2 | O=C(Nc1ccc(C(=O)N2CCCCC2)cc1)c1ccccc1Br
-2.6 | COc1ccc(N(CC(=O)NC2CCCCC2)S(=O)(=O)c2cccs2)cc1
-1.9 | Cc1cnc(C(=O)OCC(=O)Nc2cc(S(=O)(=O)N3CCOCC3)ccc2Cl)cn1
-6.7 | COc1c2c(c(OC)c3c1c(=O)c1ccccc1n3C)OCO2
3.9 | CC1CCCCC12NC(=O)N(CC(=O)NCc1cccs1)C2=O (stereo not drawn)

Continued.
RXFP1 antag | compound
7.3 | COc1ccc(S(=O)(=O)N2CCC(C(=O)NN3CCCCC3)CC2)cc1
-0.8 | O=C(COC(=O)c1cc(Br)ccc1O)NCCC1=CCCCC1
-26.2 | COc1ccc(Cl)cc1C(=O)NNC(=O)CSc1nncn1C
-3.1 | O=C(CNC(=O)C12CC3CC(CC(C3)C1)C2)N1CCCC(C(F)(F)F)C1 (stereo not drawn)
12.7 | C[C@H]1CN([C@@H](C)CO)C(=O)CCCn2cc(nn2)CO[C@@H]1CN(C)C(=O)Nc1ccc(F)cc1
7.4 | Nc1ccc(C(=O)N2CC3CC(CN(Cc4ccccc4)C3)C2)cc1
-20.0 | NC(=O)c1ccc(NC(=O)CSC(=O)c2ccccc2)cc1
-3.4 | CN(C)S(=O)(=O)c1cccc(NC(=O)COc2ccccc2C(=O)Nc2ccccc2)c1

Additional entries:
RXFP1 antag | compound
6.6 | CC(=NNC(=O)c1ccncc1)c1cccc(Cl)c1
-1.8 | CCCn1nc(C(=O)NNC(=O)c2ccc(OC(F)F)cc2)c2ccccc2c1=O
6.2 | CCOC(=O)OCC/C(SC(=O)OCC)=C(\C)N(C=O)Cc1cnc(C)nc1N
3.4 | NC(=O)c1[nH]cnc1N=NN(CCO)Cc1ccccc1
-9.3 | COc1cc2c(O)cc(C(=O)O)c(-c3cc(OC)c(OC)c(OC)c3)c2cc1OC
1.8 | COC(=O)c1ccc2c(=O)n(CCN3CCOCC3)c(SCC(=O)Nc3ccccc3OC)nc2c1
-6.4 | CCn1cc(/C=C(\NC(=O)c2ccccc2)C(=O)NCCN2CCOCC2)c2ccccc21
-14.8 | NS(=O)(=O)c1cccc(NC(=O)COC(=O)CSCc2ccccc2)c1

Continued:
RXFP1 antag | compound
-14.3 | CC(=O)OC(=C(OC(C)=O)c1ccccc1)c1ccccc1
5.2 | CCCC(=O)N1CCc2cc(OC)c(OC)cc2C1c1cc2cc3c(cc2[nH]c1=O)OCO3 (stereo not drawn)
15.8 | CNC[C@@H]1Oc2cc(Br)ccc2S(=O)(=O)N([C@@H](C)CO)C[C@H]1C
-1.9 | CC1CCCN(CC(=O)Nc2ccc(S(=O)(=O)N3C(C)CCCC3C)cc2)C1 (stereo not drawn)
-5.1 | Cc1ccc(S(=O)(=O)N2CC(O)C[C@H]2C(=O)OCC(=O)N2CCN(c3ccc(F)cc3)CC2)cc1C (stereo partly drawn)
-11.0 | CC1CCCC(NC(=O)/C=C/c2c(F)cccc2Cl)C1C (stereo not drawn)
-4.6 | C(/C=C/c1ccccn1)=C\c1ccccc1
-9.7 | CN1C(=O)[C@H]2[C@@H](c3ccc(C(F)(F)F)cc3)N[C@]3(CCCN(Cc4ccc(Br)cc4)C3=O)[C@H]2C1=O

Carrying on.
RXFP1 antag | compound
-4.9 | CCN(C(=O)COC(=O)c1ccccc1OCc1ccc(Cl)cc1)C1CCS(=O)(=O)C1 (stereo not drawn)
4.1 | Cc1cc(CC(=O)O)c2oc(-c3ccoc3)cc(=O)c2c1
3.0 | O=C(COc1ccccc1)Nc1c2c(nn1-c1ccc(F)cc1)CS(=O)C2 (stereo not drawn)
-7.3 | C[C@@H]1CN([C@@H](C)CO)C(=O)CCCn2cc(nn2)CO[C@H]1CN(C)C(=O)OCc1ccccc1
-18.2 | Cc1cc2c(cc1C)N(Cc1ccc(Cl)cc1)C1=NCCCN12
-5.2 | CCOC(=O)C1=C(COC(=O)c2ccc(Cl)nc2)NC(=O)NC1C (stereo not drawn)
-10.7 | O=C(NCCN1CCOCC1)c1cc(-c2cccs2)nc2ccccc12
4.0 | CC(C)n1ncc2c(C(=O)Nc3ccccc3SCC(N)=O)cc(C3CC3)nc21

Next compounds
RXFP1 antag | compound
-4.2 | COc1ccc(N(C)S(=O)(=O)c2cccc(C(=O)OCC(=O)N(C)c3ccccc3)c2)cc1
-24.2 | CN1CCC(N(C)S(=O)(=O)c2ccc(NC(=O)c3ccc(S(=O)(=O)N(C)C)cc3)cc2)CC1
-12.3 | CN(CC(=O)Nc1ccccc1Cl)C(=O)COC(=O)c1cccs1
4.3 | CCN(CC(=O)Nc1c(F)cccc1F)C(=O)c1cccc(S(=O)(=O)N2CCCc3ccccc32)c1
-5.6 | CC1CN(C(=O)c2ccccc2)OC(c2ccc3c(c2)OCO3)O1 (stereo not drawn)
-5.5 | Cc1ccc(C(=O)NCC(=O)OC(C)C(=O)Nc2ccccc2[N+](=O)[O-])s1 (stereo not drawn)
-1.2 | Oc1cccc(CN2CCOCC2)c1O
-19.1 | Cc1cc(C)c(C)c(S(=O)(=O)N(C)CCc2ccccn2)c1C

Rewritten as labelled records: 4 of the compounds above.
> COc1ccc(N(C)S(=O)(=O)c2cccc(C(=O)OCC(=O)N(C)c3ccccc3)c2)cc1
  RXFP1 antag: -4.2
> Cc1cc(C)c(C)c(S(=O)(=O)N(C)CCc2ccccn2)c1C
  RXFP1 antag: -19.1
> CCN(CC(=O)Nc1c(F)cccc1F)C(=O)c1cccc(S(=O)(=O)N2CCCc3ccccc32)c1
  RXFP1 antag: 4.3
> Cc1ccc(C(=O)NCC(=O)OC(C)C(=O)Nc2ccccc2[N+](=O)[O-])s1 (stereo not drawn)
  RXFP1 antag: -5.5

Remaining list, next part.
RXFP1 antag | compound
-5.8 | Nc1ccc(C(=O)N/N=C/c2ccc(N3CCOCC3)s2)cc1
-2.6 | Nc1cc(Cl)ccc1C(=O)OCC(=O)N1CCCCCC1
2.2 | O=C(COC(=O)c1cccnc1Cl)c1ccc(Cl)s1
5.1 | Cc1ccc(CNC(=O)COC(=O)c2cc(=O)[nH]c3ccccc23)cc1
-12.2 | Cc1cc(C(=O)COc2ccc(C#N)cc2)c(C)n1CC1CCCO1 (stereo not drawn)
0.7 | CC1CC2OC2CC1COC(=O)C1CC2OC2CC1C (stereo not drawn)
-3.1 | CN(CC(=O)Nc1ccc(OC(F)(F)F)cc1)C(=O)c1ccccc1SCC(=O)N1CCCC1
-5.7 | CCc1nnc(NC(=O)c2ccc3c(=O)n4c(nc3c2)CCC4)s1

(next part)
RXFP1 antag | compound
2.8 | COc1ccc(N2CCN(Cc3nc4c(c(=O)n(C)c(=O)n4C)n3Cc3ccccc3C)CC2)cc1
10.8 | N#Cc1cc(-c2ccc(Cl)cc2)cnc1Sc1ccc(F)cc1
-7.9 | O=[N+]([O-])c1ccc(SNc2ccccc2)c([N+](=O)[O-])c1
-6.8 | O=C(OCC(=O)N(CCc1ccccc1)Cc1ccccc1)c1cccc(O)c1
9.3 | CCCCCC(=O)N1C[C@H](O)[C@@H](n2cc(COC(=O)c3ccccc3)nn2)C[C@@H]1c1ccccc1
0.5 | O=C(CSc1ncn[nH]1)Nc1ccc(Br)cc1Br
-0.9 | COc1ccc(C)cc1S(=O)(=O)N1CCCC(N2CCN(c3ccccc3)CC2)C1 (stereo not drawn)
-1.3 | O=C(OCc1ccc(Br)cc1)c1cc([N+](=O)[O-])ccc1N1CCOCC1
5.5 | CCOc1c(Br)cc(C(=O)Nc2cccc(S(=O)(=O)N3CCOCC3)c2)cc1OC

Three compounds already listed, arranged by the number in RXFP1 antag, falling.
RXFP1 antag | compound
-5.8 | Nc1ccc(C(=O)N/N=C/c2ccc(N3CCOCC3)s2)cc1
-7.9 | COc1cccc(C(=O)Nc2ccccc2N2CCN(C(=O)c3ccccc3)CC2)c1
-12.7 | O=C(Nc1ccc(N2CCOCC2)cc1N1CCOCC1)c1ccc(F)cc1
